KCNQ2 inh: KCNQ2 channel blockers in CHO-K1 cells – cell-based, FluxOR thallium flux, B-score, primary screen (AID 2156). O88943. 20 min; hits give low values. B-score at 10 µM. 310,000 compounds, 1.1% hits;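 active means fluorescence ratio B-score at most minus 3 library SDs, with starting brightness B-score within 2 library SDs, cut at about -5.5 in these data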
Target sequence (O88943 whole entry, looked up): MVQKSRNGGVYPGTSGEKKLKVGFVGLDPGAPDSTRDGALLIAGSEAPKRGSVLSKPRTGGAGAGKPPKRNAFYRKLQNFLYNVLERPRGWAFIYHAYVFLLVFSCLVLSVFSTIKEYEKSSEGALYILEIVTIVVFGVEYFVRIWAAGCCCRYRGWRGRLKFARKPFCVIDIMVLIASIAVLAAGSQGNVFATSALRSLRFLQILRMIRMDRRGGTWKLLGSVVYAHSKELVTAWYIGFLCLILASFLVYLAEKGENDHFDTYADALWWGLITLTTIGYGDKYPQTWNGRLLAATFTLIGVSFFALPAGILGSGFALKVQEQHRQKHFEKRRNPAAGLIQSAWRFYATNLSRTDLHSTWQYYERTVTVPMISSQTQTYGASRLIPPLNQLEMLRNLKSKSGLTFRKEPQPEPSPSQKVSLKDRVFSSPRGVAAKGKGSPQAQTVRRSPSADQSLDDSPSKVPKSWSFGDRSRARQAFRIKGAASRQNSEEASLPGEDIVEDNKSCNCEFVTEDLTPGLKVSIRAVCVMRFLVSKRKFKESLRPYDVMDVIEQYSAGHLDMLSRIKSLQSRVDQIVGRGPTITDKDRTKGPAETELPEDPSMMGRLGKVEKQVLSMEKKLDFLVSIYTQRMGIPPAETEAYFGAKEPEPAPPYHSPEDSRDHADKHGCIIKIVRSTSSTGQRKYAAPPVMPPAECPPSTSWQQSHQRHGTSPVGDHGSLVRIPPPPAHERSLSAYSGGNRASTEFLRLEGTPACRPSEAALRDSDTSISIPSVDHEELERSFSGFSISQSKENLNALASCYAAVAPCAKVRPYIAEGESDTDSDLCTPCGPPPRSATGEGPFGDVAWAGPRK
Kir21 inh: Kir2.1 (mouse) channel inhibition; P35561; HEK293-Kir2.1, FluxOR thallium flux fluorescence; hits give low values; B-score at 10 µM; 310,000 compounds, 0.85% hits; AID 1672;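 active means fluorescence ratio B-score at or below minus 3 SD of library scores, with starting-brightness B-score within 2 SD, cut at about -4.2 in these data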;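 further: channel flux triggered by added potassium and thallium sulfate stimulus; B-score of peak minus minimum fluorescence over baseline after thallium stimulus; more negative B-score means stronger Kir2.1 block with less thallium influx; some compounds called inactive have numbers as strong as hits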
* marks the source's active call; other numbers are inactive results; i = inactive; & = joins results of further samples.

A first look, 4 compounds:
SMILES	KCNQ2 inh	Kir21 inh
Cc1ccc(SCCOCCN2CCc3ccccc3C2)cc1	i	-4.6*
CCNC(=O)CC1C(=O)N(CC)C(=S)N1NC(=O)c1ccc(Cl)cc1 (stereo unspecified)	i	-1.8
O=C(COC(=O)c1cc(Br)ccc1O)NNC(=O)c1ccc(Cl)cc1	i	0.13
CC1CCCC(C)N1C(=O)COC(=O)c1ccc[nH]c1=O (stereo unspecified)	i	0.32

The listing (from the top)
SMILES	KCNQ2 inh	Kir21 inh
Cc1ccc(SCCOCCN2CCc3ccccc3C2)cc1	i	-4.6*
CCNC(=O)CC1C(=O)N(CC)C(=S)N1NC(=O)c1ccc(Cl)cc1 (stereo unspecified)	i	-1.8
O=C(COC(=O)c1cc(Br)ccc1O)NNC(=O)c1ccc(Cl)cc1	i	0.13
CC1CCCC(C)N1C(=O)COC(=O)c1ccc[nH]c1=O (stereo unspecified)	i	0.32
COc1ccc(C(=O)NCc2nnc(SCC(=O)N3CCc4ccccc43)n2C2CCCCC2)cc1	i	-1.8
COC(=O)CCC(=O)NC(=S)Nc1sc(C)c(C)c1C(N)=O	i	-0.12
CC(=O)c1cccc(S(=O)(=O)N(CCCO)Cc2cc3ccc(C)cc3[nH]c2=O)c1	i	0.01
c1cncc(CNCc2ccco2)c1	i	-0.76
COc1ccc(NC2c3ccccc3C(=O)N2c2cccnc2)cc1 (stereo unspecified)	i	-1.6
CCCc1n[nH]c2c1C(=O)C(C(=O)OC)C(C)(C)C2 (stereo unspecified)	i	-0.26
CCC(=O)OC1(C)C(=O)C=C2C=C(CCCCNC(=O)OC(C)(C)C)OC=C2C1=O (stereo unspecified)	i	0.53
Cc1c(C2Nc3ccccc3NC3=C2C(=O)CC(C)(C)C3)cnn1C (stereo unspecified)	i	1.4
CC(C)c1nc2cc3ccccc3cc2[nH]1	i	-0.25
COC(=O)c1sccc1NC(=O)c1c(C)cc(=O)oc1C	i	0.33
COc1ccc(Cn2c(CCC(=O)NCc3ccco3)nc3cccnc32)cc1	i	1.4
Oc1cc2c(cc1C(c1ccc(Cl)c(Cl)c1)N1CCCC1)OCO2 (stereo unspecified)	i	0.73
Cc1nc2ccccn2c1C(=O)N=Nc1c(O)n(CCC(C)C)c2ccccc12	i	0.42
Cc1cccc(C)c1Nc1nnc(SCc2nc3ccccc3s2)s1	i	-1.3
C[N+](C)(C)CCCCCC(=O)/C=N/O	i	-0.41
FC(F)(F)c1nc(SCc2ccc(Cl)cc2Cl)n[nH]1	i	1.1
C#CC(C)(CC)NC(=O)Cn1nnc(-c2cccc(C(F)(F)F)c2)n1 (stereo unspecified)	i	0.98
Cc1csc(SCC(=O)NCc2ccccc2)n1	i	0.57
COc1cccc(-c2nnc(SCC(=O)Nc3cc(C)ccc3OC)n2N)c1	i	-0.53
Cc1ccc(N2CC(C(=O)Nc3ccc(S(=O)(=O)NCC4CCCO4)cc3)CC2=O)cc1C (stereo unspecified)	i	-1.4
Cc1cc(NC(=O)COC(=O)c2cc(S(=O)(=O)N(C)c3ccccc3)ccc2Cl)no1	i	-0.35
Cc1nnc(NC(=O)c2cccc(S(=O)(=O)N3CCc4ccccc43)c2)s1	i	0.01
CCn1cc(S(=O)(=O)c2ccc(C)cc2)c(=O)c2cc(F)c(N3CCN(C)CC3)cc21	i	0.29
O=[N+]([O-])c1ccc([N+](=O)[O-])c(Nc2ccc(N3CCOCC3)cc2)c1	i	-0.51
CC(=O)CSc1nc2c(c(=O)[nH]c(=O)n2C)n1Cc1cccc(Br)c1	i	-1.2
COc1ccc(CC(=O)N(C)Cc2cccc(OC)c2OC)cc1S(=O)(=O)N1CCOCC1	i	-0.42
O=S(=O)(/N=C(/NC(=S)Nc1ccccc1)c1ccccc1)c1ccc(Cl)cc1	i	0.11
COc1ccccc1Nc1nc(-c2ccccc2O)nc2ccccc12	i	1.8
O=C(NCc1nnc(SCc2ccc(F)cc2)n1-c1ccccc1)C12CC3CC(CC(C3)C1)C2	i	-0.61
CCc1ccccc1N=C1S/C(=C/c2ccccc2OCC(=O)N2CCOCC2)C(=O)N1C	i	1.2
CCOC(=O)c1cc(C#N)c(=S)[nH]c1C	i	-0.01
CC(C)N1CCN(Cc2ccc(OC3CCCC3)cc2)CC1CCO (stereo unspecified)	i	1.2

One compound at a time, from the list above. Values in the order: KCNQ2 inh, Kir21 inh
COc1ccccc1Nc1nc(-c2ccccc2O)nc2ccccc12 reads i, 1.8
CC(=O)CSc1nc2c(c(=O)[nH]c(=O)n2C)n1Cc1cccc(Br)c1 reads i, -1.2
O=[N+]([O-])c1ccc([N+](=O)[O-])c(Nc2ccc(N3CCOCC3)cc2)c1 reads i, -0.51
COc1ccc(CC(=O)N(C)Cc2cccc(OC)c2OC)cc1S(=O)(=O)N1CCOCC1 reads i, -0.42

Additional compounds follow:
SMILES	KCNQ2 inh	Kir21 inh
CCc1ccccc1NC(=S)N1CCN(c2ccccc2F)CC1	i	0.81
O=C1c2ccccc2C(=O)N1Nc1ccccc1	i	0.17
CCCCN(C)Cc1c(C)[nH]c2ccc(OCC)cc2c1=O	i	0
O=c1c2c(-c3ccc([N+](=O)[O-])cc3)csc2nc2n1CCC2	i	1.1
CC(=O)c1cccc(OCc2cc(C(=O)N(C)C(C)c3ccccn3)no2)c1 (stereo unspecified)	i	-0.58
Cc1cc(C)n(CC(=O)N2CCCC(N3CCN(c4ccccc4C)CC3)C2)n1 (stereo unspecified)	i	1.7
CCOC(=O)c1c(NC(=O)CSc2nnc(-c3cccnc3)o2)sc2c1CCC2	i	1.3
COc1ccc(CCNC(=O)c2ccccc2NC(=O)c2ccco2)cc1OC	i	0.17
COc1ccc2ccc3c(c2c1)N=C[C@]1(O3)N(C)c2ccccc2C1(C)C	i	0.79
Cc1ccc([N+](=O)[O-])cc1-c1ccc(/C=C(\C#N)c2[nH]nc(N)c2C#N)o1	i	0.29
COc1ccc(S(=O)(=O)N2CCSC2C)cc1C (stereo unspecified)	i	-0.67
COc1ccc2c3c([nH]c2c1)C1CC2C(CC(O)C(OC)C2CO)CN1CC3 (stereo unspecified)	i	-0.69
O=C(NC1CCCCC1)C1CCC(=O)N(C2CC2)C1 (stereo unspecified)	i	-0.12
COc1cccc(CN2CCNC(=O)C2CC(=O)NCCCN2CCCC2=O)c1 (stereo unspecified)	i	-0.23
COc1ccc(/C=N/NC(=O)c2cc(C(C)(C)C)[nH]n2)cc1COc1ccc(F)cc1F	i	0.83
O=C(c1ccccc1)N1CCN(Cc2ccc3c(c2)OCO3)CC1	i	-1.3
CCOc1ccccc1C(=O)Nc1nn[nH]n1	i	0.07
O=[N+]([O-])c1ccccc1-c1ccc(C(=S)N2CCN(c3ccccc3)CC2)o1	i	1.5
COC(=O)c1cccc(S(=O)(=O)N2CCN(c3nc4ccccc4s3)CC2)c1	i	0.19
c1ccc(-c2n[nH]c(-c3ccccn3)n2)nc1	i	0.06&-0.6
CN1/C(=C\C(=O)C[n+]2ccc3ccccc3c2)C(C)(C)c2ccccc21	i	-0.22
COCCCNC(=O)Cn1nc(-c2cccc(OC)c2)ccc1=O	i	3
CCOC(=O)N1CCN(C(=O)CCN2C(=O)c3ccccc3S2(=O)=O)CC1	i	-0.18
CCOC(=O)C1=C(NC(=S)NC(=O)c2ccccc2)c2ccccc2CC1(C)C	i	2.5
Nc1nc(Br)c2ccccc2c1-c1ccc(F)cc1	i	0.03
Cc1ccc(C(C(=O)NC2CCCCC2)N2CCN(C(=O)c3ccco3)CC2)cc1 (stereo unspecified)	i	0.26
COc1ccc(S(=O)(=O)N2CC(=O)Nc3ccccc32)cc1	i	-0.37
C/C(=N\NC(=O)c1ccncc1)c1ccc(N(C)C)cc1	i	1.5
COc1ccccc1NC(=O)Cc1nnc(SCC(=O)NC2CCCCC2C)n1C (stereo unspecified)	i	0.93
Cc1cc(C)c2nc(NC(=O)c3ccc4c(=O)n5c(nc4c3)CCCCC5)sc2c1	i	-1
CC1CCN(CC(=O)NCCc2ccc(F)cc2)CC1	i	-0.11
CCOC(=O)C1(Cc2ccccc2)CCCN(C2CCN(C(C)=O)CC2)C1 (stereo unspecified)	i	1
Oc1cccc(C(O)CNCc2ccc(-c3ccccc3)cc2)c1 (stereo unspecified)	i	-7.8*
NS(=O)(=O)c1ccc(NC(=S)N2CCC(O)CC2)cc1	i	1.7
C=CCOCCN(C)C1=NS(=O)(=O)c2ccccc21	i	-0.61
Cc1cccc(NC(=O)c2cccc(N3C(=O)C4C5CCC(C5)C4C3=O)c2)c1C (stereo unspecified)	i	-0.04
C/C=C/Cn1c(N2CCCCCC2)nc2c1c(=O)[nH]c(=O)n2C	i	0.06
COc1ccc(C2CC(c3ccccc3)=NN2C(=O)c2ccc(Cl)c([N+](=O)[O-])c2)cc1 (stereo unspecified)	i	1.4
Cc1ccc(C(=O)Nc2cccc(C(=O)O)c2)cc1	i	0.42
CC(C)Sc1nc2ncnc(N)c2[nH]1	i	1.3
CC1CCCC(NC(=O)c2cccc(S(=O)(=O)N3CCN(c4ccccc4)CC3)c2)C1C (stereo unspecified)	i	0.54
O=C(Cn1c(=O)[nH]c2ccsc2c1=O)NC1CCCCC1	i	-0.61
COc1ccc(N2C(=O)C3CCCN3C2c2ccc(C)o2)cc1Cl (stereo unspecified)	i	-1.3
O=C(Nc1ccc(N2CCN(C(=O)c3ccco3)CC2)c(Cl)c1)c1c(F)c(F)c(F)c(F)c1F	i	0.19
O=C(NNS(=O)(=O)c1ccc(Cl)cc1)c1cnn(-c2ccccc2)c1-n1cccc1	i	0.65
CCOC(=O)CCc1c(C)c2ccc(OCC)c(C)c2oc1=O	i	-0.73
CCCNC(=O)C1CCN(S(=O)(=O)c2cccs2)CC1	i	-1.6
O=C(NCC(c1ccco1)N1CCc2ccccc2C1)c1c(F)cccc1F (stereo unspecified)	i	-0.45
CC(=O)c1ccc(OCCCC(=O)OCc2nnc(-c3ccc(Cl)cc3)o2)cc1	i	0.39
Cc1cc(NC(=O)CSc2nc(CCC3CCCC3)nc3ccccc23)no1	i	-0.03
Cc1cccc(NC(=O)c2nc[nH]c2C(=O)N[C@@H](Cc2ccccc2)C(=O)OC(C)(C)C)c1	i	0.72
N#CC1CN(Cc2ccccc2)CN(Cc2ccccc2)C1	i	-1.9
Cc1ccc(/C=C/C2=NN(Cc3ccccc3)C(=O)CC2)cc1	i	1
O=C(CS(=O)(=O)c1ccccc1)Nc1ccc(S(=O)(=O)Nc2ncccn2)cc1	i	-0.27
Cc1ccc(Cl)cc1NS(=O)(=O)c1cc2[nH]c(=O)c(=O)[nH]c2cc1C	i	0.14
c1ccc(CCCN2CCN(c3ccccc3)CC2)cc1	i	-1.1
CC(Oc1ccc(S(=O)(=O)N2CCCC2)cc1[N+](=O)[O-])C(=O)NC(C)c1ccccc1 (stereo unspecified)	i	-1
O=Cc1ccc(OC(=O)Cc2ccc(F)cc2)cc1	i	-0.64
COc1ccc(OCc2nnc(NC(=O)Nc3ccccc3F)s2)cc1	i	1.7
COc1ccc(C(OCC(O)CNCCc2ccc(S(N)(=O)=O)cc2)c2ccc(OC)cc2)cc1 (stereo unspecified)	i	0.02

The listing continues.
SMILES	KCNQ2 inh	Kir21 inh
CCOc1cc(S(=O)(=O)n2c(C)nc3ccccc32)ccc1F	i	0.01
CN(CCNC(=O)C1CC(=O)N(c2ccc(F)c(Cl)c2)C1)Cc1ccccc1 (stereo unspecified)	i	-0.36
Cc1cc(C)n2nc(C(=O)OCC(=O)N3CCC3)nc2n1	i	0.45
COc1ccc(C2C(C(=O)c3sc(C)nc3C)=C(O)C(=O)N2CCN(C)C)cc1OC (stereo unspecified)	i	-0.1
COC(=O)/C=C1\S/C(=N/N=C/c2ccccc2)NC1=O	i	-0.04
Cc1ccccc1C(=O)Nc1cccc(NC(=S)NC(=O)c2cccs2)c1	i	-1.5
O=C(CN1CCN(c2ccc(F)cc2)CC1)Nc1cc(C(F)(F)F)ccc1Cl	i	0.02
CCCn1c(N)c(N(CCOC)C(=O)c2ccc(F)cc2)c(=O)[nH]c1=O	i	0.55
CCn1c(SCC(=O)Nc2ccc(S(=O)(=O)Nc3onc(C)c3C)cc2)nnc1-c1ccccc1	i	1.3
Cc1cc(=O)[nH]c(SCCc2ccccc2)n1	i	1.7
CCc1ccc(CC2(O)CC(C)N(C)CC2C)cc1 (stereo unspecified)	i	-2.1
Cc1cc(C)c2nc(N(CCCN(C)C)C(=O)c3ccc(S(=O)(=O)N4CC(C)OC(C)C4)cc3)sc2c1 (stereo unspecified)	i	-1
O=C(NCc1ccco1)C1CCCN1C(=O)NCc1ccccc1 (stereo unspecified)	i	-0.61
CCOC(=O)c1cc(-c2ccccc2)nn1CC1CC(c2cccc([N+](=O)[O-])c2)=NO1 (stereo unspecified)	i	-0.51
CC(NC(=O)Cc1c(F)cccc1Cl)C1CCCO1 (stereo unspecified)	i	0.57
COc1ccc(S(=O)(=O)NCCCCOc2ccc(Cl)cc2)cc1	i	0.81
O=C(CSc1nnc(-c2ccc(S(=O)(=O)N3CCCC3)cc2)o1)NCc1ccccc1	i	-0.05
C[C@H](NC(CCc1ccccc1)C(=O)O)C(=O)N1CCC[C@H]1C(=O)O (stereo partly specified)	i	-0.1

Sorted by molar mass (low to high): part of the list above
SMILES	KCNQ2 inh	Kir21 inh
Cc1cc(=O)[nH]c(SCCc2ccccc2)n1	i	1.7
CCCNC(=O)C1CCN(S(=O)(=O)c2cccs2)CC1	i	-1.6
O=C(NCC(c1ccco1)N1CCc2ccccc2C1)c1c(F)cccc1F (stereo unspecified)	i	-0.45
Cc1ccccc1C(=O)Nc1cccc(NC(=S)NC(=O)c2cccs2)c1	i	-1.5
CCOC(=O)c1c(NC(=O)CSc2nnc(-c3cccnc3)o2)sc2c1CCC2	i	1.3
O=C(NNS(=O)(=O)c1ccc(Cl)cc1)c1cnn(-c2ccccc2)c1-n1cccc1	i	0.65

The order is random, and some 1.8% of all compounds hit somewhere here.
